Cardio protect = protects H9c2 cardiomyocytes from peroxide injury | 360,000 tested, 0.63% active | H2O2 injury protection, ATPLite, 2 h | protection from H2O2 cell death, % at 20 µM;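 active = compounds giving at least 50% protection of heart cells from peroxide-induced death in the single-dose screen, raw or plate-pattern-corrected value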;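 also: 0% = DMSO wells with peroxide and 100% = DMSO wells without peroxide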
ABHD5 PLIN5 PPI = ABHD5-PLIN5 protein interaction inhibition; inhibition, % at 4 µM; 360,000 tested, 0.78% active; Split G. princeps luciferase complementation, luminescence, 4 h; Q00G26+Q8WTS1;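 active = inhibition above the mean inhibition across every tested compound plus 3 SD, cut at about 22% in these data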;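 also: 0% = DMSO only wells and the 100% control is not disclosed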
N-glyco inh = blocks N-linked glycosylation in D54 reporter cells. D54 ERlucT glycosylation luciferase reporter, 24 h; percent of 100 nM tunicamycin response. reporter increase, % at 12.5 µM. 360,000 tested, 0.23% active. AID 588692;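 active = mean luciferase reporter signal, scaled so untreated is 0 and the glycosylation-blocking control 100, at or above a set limit in every replicate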;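 also: luciferase carries N-glycosylation sites so blocking glycosylation raises the light; 0% = median of neutral control wells and 100% = median of 100 nM tunicamycin wells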
SRC2 inh = human SRC2 (NCOA2) inhibition. HEK293 GAL4-SRC2 luciferase reporter, luminescence. inhibition, % at 9 µM. 370,000 tested, 0.17% active;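 active = inhibition above the mean inhibition of all tested compounds plus 3 SD, set per campaign, cut at about 52% in these data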;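 also: 0% = DMSO treated cells and 100% = cells given Gossypol at 36 µM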
MC4R antagonist = antagonists of human melanocortin 4 receptor (MC4R); P32245; MC4R-expressing cells, MTII-stimulated cAMP, LANCE TR-FRET; inhibition, % at 6.5 µM; 360,000 tested, 0.48% active; AID 540295;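 active = inhibition above its plate's cutoff, the mean of tested wells on that plate plus 3 SD, cut at about 29% in these data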;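 also: 0% = Melanotan II alone and 100% = Melanotan II plus saturating MCL0020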
Target sequence (P32245 whole entry, looked up): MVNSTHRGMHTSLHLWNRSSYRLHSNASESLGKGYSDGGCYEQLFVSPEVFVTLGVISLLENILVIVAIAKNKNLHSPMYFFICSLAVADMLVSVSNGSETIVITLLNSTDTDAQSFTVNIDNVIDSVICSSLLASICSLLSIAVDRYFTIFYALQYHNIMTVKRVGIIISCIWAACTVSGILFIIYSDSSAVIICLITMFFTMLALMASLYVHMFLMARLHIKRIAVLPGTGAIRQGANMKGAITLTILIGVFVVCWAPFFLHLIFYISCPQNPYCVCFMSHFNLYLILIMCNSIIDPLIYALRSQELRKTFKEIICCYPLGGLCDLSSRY
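Material – human MC4R-expressing U2OS cells · Repeats – no replicates · Detection – TR-FRET with Eu-cAMP and labeled anti-cAMP, 671 nm · Times – compound 30 min, challenge 1 h, detection 1 h · Compound – single nominal compound dose of 6.5 µM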
HTR2A ag = agonists of mouse serotonin 5-HT2A receptor (HTR2A); P35363; CHO-K1 mHTR2A beta-arrestin complementation, luminescence; percent of 30 µM serotonin response; activation, % at 7.6 µM; 360,000 tested, 0.66% active; AID 624169;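 active = activation above a run cutoff, the mean activation of all tested compounds plus 3 SD, cut at about 14% in these data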;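 also: 0% = plate median of compound wells and 100% = 30 µM serotonin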
Target sequence (P35363 whole entry, looked up): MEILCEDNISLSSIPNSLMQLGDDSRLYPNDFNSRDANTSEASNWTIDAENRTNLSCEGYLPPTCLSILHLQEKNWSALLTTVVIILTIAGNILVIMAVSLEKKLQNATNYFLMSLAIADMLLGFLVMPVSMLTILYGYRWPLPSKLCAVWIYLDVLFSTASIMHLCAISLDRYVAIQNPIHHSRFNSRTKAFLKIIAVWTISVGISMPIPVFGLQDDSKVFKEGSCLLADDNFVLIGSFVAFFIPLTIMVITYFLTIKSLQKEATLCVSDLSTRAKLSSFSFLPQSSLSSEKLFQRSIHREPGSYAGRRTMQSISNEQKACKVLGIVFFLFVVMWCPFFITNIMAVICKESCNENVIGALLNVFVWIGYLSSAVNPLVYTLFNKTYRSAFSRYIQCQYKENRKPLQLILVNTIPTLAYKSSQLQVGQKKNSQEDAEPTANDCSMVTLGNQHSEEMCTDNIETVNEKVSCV
TLR9-MyD88 block = TLR9-MyD88 interaction inhibition; Q9NR96+Q99836; CHO BLA complementation TLR9-MyD88, CCF4 FRET ratio; inhibition, % at 4.98 µM; 340,000 tested, 0.21% active;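 active = inhibition above the mean over all tested compounds plus 3 SD, cut at about 21% in these data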;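 also: 0% = DMSO only wells and 100% = clavulanate BLA inhibitor control wells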
ABCB6 inh 2 = blocks the human ABCB6 transporter | 360,000 tested, 0.19% active | K562-ABCB6 porphyrin accumulation, flow cytometry, 1 h; active compounds read low | fluorescence ratio to DMSO, % at 10 µM | Q9NP58;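 active = fluorescence ratio to DMSO below 75%, the collection mean minus 3 SD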;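 also: signal is porphyrin accumulated inside mitochondria; 100% equals median channel fluorescence of DMSO control wells; lower ratio means ABCB6 inhibition with less porphyrin fluorescence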
MC4R barr agon = agonists of human melanocortin 4 receptor (MC4R) beta-arrestin. U2OS MC4R beta-arrestin complementation, luminescence; percent of melanotan II response, DMSO zero. activation, % at 8.9 µM. 360,000 tested, 0.98% active;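 active = activation above a per-plate cutoff, the mean activation of sample wells on that plate plus 3 SD, cut at about 8% in these data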
NOD2 RIPK2 PPI = NOD2-RIPK2 protein interaction inhibition; 360,000 tested, 0.38% active; AID 624267; CHO BLA complementation NOD2-RIPK2, CCF4 ratio; O43353; inhibition, % at 4.98 µM; in the data active = inhibition above about 21%;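 also: 0% = vehicle only and 100% = reference blocker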
The depositor's hits bear a star; nt = not tested or not shown.

SMILES	Cardio protect	ABHD5 PLIN5 PPI	N-glyco inh	SRC2 inh	MC4R antagonist	HTR2A ag	TLR9-MyD88 block	ABCB6 inh 2	MC4R barr agon	NOD2 RIPK2 PPI
CC(=O)NCCc1nc2cc(NC(=O)c3ccc([N+](=O)[O-])cc3)ccc2n1C	1	3	1	-38	3	-9	-5	95	-2.6	-8
CS(=O)(=O)N(CC(=O)NCCc1ccccc1)c1cccc([N+](=O)[O-])c1	-5	2	1	-15	-2	-4	7	89	-3.7	-4
Cc1ccc2oc(C(=O)N(C)CCC(O)c3ccccc3)c(C)c2c1 (configuration not stated)	3	-5	0	-3	2	-6	-2	96	0.7	4
CCn1cc(CN2CCC(n3nccc3NC(=O)CCc3ccccc3)CC2)cn1	2	-3	2	-9	11	9	-4	98	-0.7	8
Cc1nn(-c2ccccc2)c2nc(N)c(C(N)=O)cc12	2	-13	3	-5	8	7	-2	99	-0.1	0
COc1ccccc1NC(=O)CSc1nnnn1-c1ccc(C)cc1	1	1	-1	10	2	-3	-2	96	-0.6	1
COc1ccc(-c2oc(=O)c3cc(OC)c(OC)cc3c2C(F)(F)F)cc1	-11	2	-1	8	4	-1	-5	90	0.2	-5
CC1(C)OC(=O)NC1c1ccccc1 (configuration not stated)	6	-1	0	4	4	-3	7	103	-0.9	-18
O=C(N/C(=C\c1ccccc1)C(=O)N1CCCCC1)c1ccco1	5	5	0	-1	15	8	7	98	0.0	-1
CCOC(=O)C1CCN(Cc2c(F)cccc2Cl)CC1	0	2	-1	-10	1	1	-6	97	-0.1	-5
CC(=O)c1cccc(NC(=O)CNC(=O)Cc2cccc3ccccc23)c1	11	4	0	-10	4	5	-2	104	-1.6	-5
Cc1cccc(-c2nc(NCCCN(C)C)c3ccccc3n2)c1	8	9	8	-42	19	0	-1	100	1.8	-8
CC(NC(=O)Nc1ccccc1)C(c1cccs1)N1CCN(C)CC1 (configuration not stated)	20	-4	0	-7	2	-10	-8	98	0.0	-11
CC(=O)[C@@H]1[C@@H](C(=O)c2ccccc2)[C@]2(C(=O)Nc3ccccc32)[C@H]2C=Cc3cc(F)ccc3N12	9	7	2	5	-8	2	-4	107	-2.8	-1
CCn1c(=O)c(C(=O)CN2CC(C)OC(C)C2)c(N)n(Cc2ccccc2)c1=O (configuration not stated)	3	2	1	-13	5	-3	-5	96	-0.6	-6
c1cc2c(c(CC3CO3)c1CC1CO1)OCCOCCOCCOCCO2 (configuration not stated)	5	-8	-1	15	1	-2	-3	97	-1.5	-2
CC1CCCCN1C(=O)COC(=O)c1n[nH]c2ccccc12 (configuration not stated)	-5	5	-2	-34	15	-1	-3	98	-0.4	-1
O=C(NCc1n[nH]c(=S)n1-c1ccc(F)cc1)c1ccco1	7	1	2	7	4	-1	-3	98	-4.8	-5
CC(=O)Nc1ccc(CNc2nc(NCCN(C)C)nc3cc(-c4ccccc4)sc23)cc1	-7	0	-15	-34	12	-6	nt	97	0.9	11
COc1ccc(-n2nc3c(c2NC(C)=O)CS(=O)(=O)C3)cc1	-1	2	3	14	3	8	9	97	-0.2	-1
O=S(=O)(c1ccccc1)c1cnc2ccccc2c1	2	-1	0	6	-1	-2	5	96	-0.3	-17
CCOc1ccc(C(=S)N2CCCC2)cc1OC	-5	2	0	-8	-1	2	1	100	-2.4	-9
CCOc1ccc2nc(NC(=O)Cn3[nH]c(=O)c4ccccc4c3=O)sc2c1	32	-9	-2	-13	11	0	-1	99	-2.3	0
CCN(CC)c1ccc(C2C3CCCCC3(O)CCN2C(=O)c2cccs2)cc1 (configuration not stated)	4	2	-2	-26	-4	0	-1	93	-1.9	-12
CC1CC(=O)C2=C(C1)Nc1ccccc1N(C(=O)COc1ccccc1)C2c1ccco1 (configuration not stated)	8	7	0	19	4	10	-7	95	-1.1	-6
Further structures
SMILES	Cardio protect	ABHD5 PLIN5 PPI	N-glyco inh	SRC2 inh	MC4R antagonist	HTR2A ag	TLR9-MyD88 block	ABCB6 inh 2	MC4R barr agon	NOD2 RIPK2 PPI
COc1ccc(NC(=O)Cn2nnc(C(=O)NCc3cccc(OC)c3)c2N)cc1	-13	1	-2	-17	-1	2	0	108	-1.0	-4
CC1(C)CC(=O)C2=C(C1)NC(=O)NC2c1ccc(Cl)cc1 (configuration not stated)	6	-9	3	-20	13	3	-8	96	0.1	-2
CCn1cc(C2CC(=O)NC2=O)c2ccccc21 (configuration not stated)	8	0	2	9	0	3	7	96	0.6	-9
CCC(C)n1c(SCC(=O)Nc2ccccc2C(F)(F)F)nc2ccsc2c1=O (configuration not stated)	3	-12	-4	-6	0	-4	-3	80	3.4	-1
CC(CCc1ccccc1)NS(=O)(=O)c1ccc(Cl)c(C(=O)O)c1 (configuration not stated)	-1	0	0	-16	-4	-3	-9	95	0.8	-6
Cc1ccc2c(c1)C(C)CC(C)(C)N2C(=O)NC1CCCCC1 (configuration not stated)	-18	6	-3	-32	-1	1	4	95	2.5	2
COc1ccc(N2C(=O)c3cccc4cc(Br)cc(c34)C2=O)cc1	-7	-3	1	-19	5	2	-8	105	-0.2	0
CC(=O)Nc1ccc(CNc2nc(NC(C)C)nc3cc(-c4ccccc4)sc23)cc1	-28	10	-8	-50	1	1	nt	89	5.7	4
CC(C)(C)c1ccc(O)c(/C=N\O)c1	-13	-9	-1	-37	-4	-1	9	99	3.4	-4
CCNc1nc(N)c(C(=O)c2ccc(Cl)s2)s1	-4	5	13	-31	19	-2	3	99	0.7	4
O=C1c2cccnc2C(O)N1Cc1ccc(F)cc1 (configuration not stated)	6	-2	1	-16	1	3	6	99	-2.0	-5
O=C(Nc1ccn(CCCNCC2CCCCC2)c(=O)n1)OCc1ccccc1	-2	-1	-5	-43	16	-5	-3	96	-1.3	1
CN(Cc1ccccc1)C(=O)COC(=O)COc1ccc(Cl)cc1	1	-1	0	-19	4	2	-2	95	-0.5	-6
COc1ccc(NS(=O)(=O)c2ccc(NC(=O)CCNS(=O)(=O)c3ccc(C)cc3)cc2)cc1	-2	2	-6	4	11	-1	-15	95	-2.3	-1
CCn1cc(CN2CCN(Cc3cccc(OC)c3)C(CCO)C2)c(C)n1 (configuration not stated)	3	5	2	-44	4	-1	3	100	-0.6	5
Cc1cccc(OCCn2c(=O)oc3ccc(C)cc32)c1	-3	9	-2	-41	-6	-3	3	95	7.2	-5
Clc1ccc2nc(-c3cccc(Br)c3)c(Cc3ccsc3)n2c1	2	1	2	-52	nt	2	nt	102	nt	3
CN1C(=O)/C(=C/c2ccc(O)c([N+](=O)[O-])c2)NC1=S	8	1	1	11	-14	0	4	91	-1.7	-8
CC1=NC(C)(C)Cc2ccccc21	3	1	2	7	1	-3	-14	99	-1.0	10
Cc1nc(N2CCN(C)CC2)c2cc(-c3ccccc3)sc2n1	4	5	0	18	4	2	-3	98	-3.3	3
O=C(Nc1c(-c2ccccc2)nc2ncccn12)c1cc2ccccc2oc1=O	8	10	0	-8	3	10	-14	102	0.2	-8
COc1ccc(NC(=O)C2(C)CCN2C)cc1OC (configuration not stated)	2	7	0	-15	2	-3	nt	102	2.2	-4
CCOC(=O)c1c(-c2ccc(Cl)cc2)c(C#N)c(=O)n(N)c1N	9	0	8	3	7	-6	-4	92	-2.9	-3
CCc1ccc(/C=N/NC(=O)Cc2ccc(OC)c(OC)c2)s1	-4	0	2	-1	-4	6	1	97	-3.9	-1
Cn1c(C(=O)N2CCCCCC2)cc2c(=O)n(C)c3ccccc3c21	33	-2	1	-27	3	5	-5	95	-0.8	-3

Reprinted at random: 3 compounds from above.
SMILES	Cardio protect	ABHD5 PLIN5 PPI	N-glyco inh	SRC2 inh	MC4R antagonist	HTR2A ag	TLR9-MyD88 block	ABCB6 inh 2	MC4R barr agon	NOD2 RIPK2 PPI
CCNc1nc(N)c(C(=O)c2ccc(Cl)s2)s1	-4	5	13	-31	19	-2	3	99	0.7	4
CCn1cc(C2CC(=O)NC2=O)c2ccccc21 (configuration not stated)	8	0	2	9	0	3	7	96	0.6	-9
O=C1c2cccnc2C(O)N1Cc1ccc(F)cc1 (configuration not stated)	6	-2	1	-16	1	3	6	99	-2.0	-5

An excerpt from above with just MC4R barr agon, NOD2 RIPK2 PPI and TLR9-MyD88 block:
structure	MC4R barr agon	NOD2 RIPK2 PPI	TLR9-MyD88 block
COc1ccc(NS(=O)(=O)c2ccc(NC(=O)CCNS(=O)(=O)c3ccc(C)cc3)cc2)cc1	-2.3	-1	-15
CCn1cc(CN2CCN(Cc3cccc(OC)c3)C(CCO)C2)c(C)n1 (configuration not stated)	-0.6	5	3
Cc1cccc(OCCn2c(=O)oc3ccc(C)cc32)c1	7.2	-5	3
Clc1ccc2nc(-c3cccc(Br)c3)c(Cc3ccsc3)n2c1	nt	3	nt

Following part:
SMILES	Cardio protect	ABHD5 PLIN5 PPI	N-glyco inh	SRC2 inh	MC4R antagonist	HTR2A ag	TLR9-MyD88 block	ABCB6 inh 2	MC4R barr agon	NOD2 RIPK2 PPI
CC(C)c1ccc(/C=C/C(=O)N2CCc3ccccc3C2)cc1	-9	-7	3	3	7	-5	8	92	-1.7	10
Cc1cccc(NC(=O)c2cc(-c3cc(C)ccc3O)n[nH]2)c1	-6	1	-1	-89	-4	1	6	96	3.1	5
Cc1cc(C)cc(NC(=S)N(Cc2ccc(Br)cc2)Cc2ccc(C(=O)O)cc2)c1	-4	4	-1	12	5	3	1	102	-0.3	5
O=C(Nc1ccc(Cl)cc1)c1ccc(-n2cncn2)c([N+](=O)[O-])c1	12	2	-2	-28	4	-3	-3	95	1.8	-3
COc1ccc(NC(=O)c2ccc3ccccc3c2)cc1NS(=O)(=O)c1ccc(F)cc1	6	3	0	10	5	2	6	92	-0.9	-9
CCOC(=O)c1sc(NC(=O)C(CC)Sc2nc3ccccc3[nH]2)nc1C (configuration not stated)	-17	-7	0	-2	7	0	9	94	0.4	-16
CC(=O)N1c2ccc(S(=O)(=O)N3CCCC3)cc2CC1C(=O)NCc1ccc(OC(C)C)cc1 (configuration not stated)	5	-2	1	-13	6	-3	-3	97	-1.7	13
Cc1cccc(C)c1NC(=O)C1CC(=O)N(C(C)C)C1 (configuration not stated)	0	-4	2	-24	2	-1	3	102	0.2	-6
O=C(CCCOC(=O)c1ccc(O)cc1O)c1ccc(Br)cc1	-9	-3	-2	-9	5	0	-8	104	10*	0
CCCCc1c(-c2ccc(OC)c(OC)c2)ncn1CCc1ccccc1OC	nt	3	nt	19	nt	-6	nt	126	nt	5
COC(=O)CC(NC(=O)Nc1ccc(C)cc1)c1cccc([N+](=O)[O-])c1 (configuration not stated)	0	5	1	-9	2	0	5	85	1.2	2
COc1ccc(OCCCCN2CCC(C)CC2)cc1	-4	-3	-1	-16	1	-5	6	94	-1.5	1
O=C(CCn1cccn1)N1CCCC(Nc2ccc(F)c(F)c2)C1 (configuration not stated)	-4	-2	0	1	3	0	-7	98	1.4	-1
COc1ccc(C(=O)Oc2cc(N)n(S(=O)(=O)c3ccc(C)cc3)n2)cc1	9	-1	0	-14	0	0	3	99	-0.8	-1
CC(C)(C)c1ccc(Cn2nnc3c(=O)[nH]c(C4CCCN(C(=O)Cc5cccs5)C4)nc32)cc1 (configuration not stated)	-8	0	0	-17	0	1	-3	93	1.3	-5
CC(C)N=C1NN=C(c2cccs2)CS1	-17	-7	-7	-33	-4	0	5	94	-4.9	-9

Some of the compounds tested; rates above refer to the full screens.
